AI-2 QS mod = Vibrio harveyi AI-2 quorum sensing modulators, primary screen, JMH597 strain, luminescence/OD600 ratio | Vibrio harveyi JMH597 AI-2 luminescence/OD600 ratio, 9 h; stronger effect = lower value; strain lacks LuxN and CqsS sensors; 0 = neutral-control median | activity change, % at 7.5 µM | hit rate 0.4% among 300,000 | AID 2094, 2009; in the data active = activity change below about -75%, passing the limit was not always enough; inconclusive = no clear call, values can overlap the other calls;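 note: luminescence divided by OD600 gain over 9 h not by final OD600 alone; inactives centre near 13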
HSF1 inhib = HSF1 inhibitors in luciferase reporter cells, primary screen, cell-based, NIH3T3, luminescence. NIH3T3-HGL HSE-luciferase, MG132-induced, luminescence 8 h; stronger effect = lower value. activity change, negative = inhibition, % at 7.5 µM (by protocol). hit rate 0.77% among 300,000;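 active = more than half of replicate wells show activity change below -50%, luminescence cut by over half; inconclusive = some wells, but at most half, below -50%; inactive = no replicate well below -50%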;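 note: luciferase reports HSF-1 transcriptional activity via heat shock element; 0% = median of DMSO wells and -100% = zero luminescence signal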
GSK3 alpha inh = blockers of GSK3A enzyme activity – biochemical, luminescence, cell-free homogeneous, HTS, primary screen; hit rate 0.1% among 320,000; GSK-3 alpha kinase, ADP-Glo luminescence, 60 min; inhibition, % at 10 µM; AID 2650, 2010;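 in the data active = inhibition above about 50%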;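 note: GST-tagged GSK-3 alpha with peptide substrate and 25 µM ATP; 0% = DMSO neutral wells and 100% = GW8510 positive control wells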
Target sequence (P49840 whole entry, looked up): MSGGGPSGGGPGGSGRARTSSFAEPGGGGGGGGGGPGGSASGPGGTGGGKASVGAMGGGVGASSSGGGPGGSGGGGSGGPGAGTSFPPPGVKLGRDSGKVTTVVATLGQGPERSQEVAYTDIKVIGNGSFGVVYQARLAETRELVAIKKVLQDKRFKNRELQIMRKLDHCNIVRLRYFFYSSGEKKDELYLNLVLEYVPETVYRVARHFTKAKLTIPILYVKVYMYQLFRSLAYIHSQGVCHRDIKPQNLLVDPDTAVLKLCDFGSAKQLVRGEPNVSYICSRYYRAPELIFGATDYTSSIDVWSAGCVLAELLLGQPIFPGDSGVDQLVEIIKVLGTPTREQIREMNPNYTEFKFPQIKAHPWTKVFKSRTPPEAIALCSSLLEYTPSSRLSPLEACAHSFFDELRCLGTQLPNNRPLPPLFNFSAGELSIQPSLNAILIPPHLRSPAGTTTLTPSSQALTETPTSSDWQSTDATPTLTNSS
HSF1 activator = HSF-1 activators, primary screen, NIH3T3-HGL cells, MG132 stress, luminescence, single point; NIH3T3-HGL HSF-1 luciferase reporter, 8 h; 100% = twice DMSO control signal; activation, % at 9 µM; hit rate 1.7% among 300,000; AID 504408, 2011;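 active = mean replicate activation of at least 50% with a set share of replicates each reaching 50%; inconclusive = only one of those two conditions met; inactive = mean below 50% and too few replicates reaching it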;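 note: 0% = median of the neutral control wells and 100% = twice that signal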
GSK3beta inhib = human GSK3beta kinase inhibitors, primary screen, biochemical, cell-free homogeneous, HTS. hit rate 0.038% among 300,000. Glycogen synthase kinase-3 beta (Homo sapiens), P49841. GST-GSK3beta kinase, ADP-Glo luminescence, 60 min; stronger effect = lower value. activity score (negative = inhibition), % at 10 µM;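 active = more than half of replicate wells score below -50%, meaning over 50% inhibition versus plate controls; inconclusive = some replicates but at most half score below -50%; inactive = no replicate scores below -50%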;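 note: 0% = median DMSO wells and -100% = median GW8510 positive control wells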
Target sequence (P49841 whole entry, looked up): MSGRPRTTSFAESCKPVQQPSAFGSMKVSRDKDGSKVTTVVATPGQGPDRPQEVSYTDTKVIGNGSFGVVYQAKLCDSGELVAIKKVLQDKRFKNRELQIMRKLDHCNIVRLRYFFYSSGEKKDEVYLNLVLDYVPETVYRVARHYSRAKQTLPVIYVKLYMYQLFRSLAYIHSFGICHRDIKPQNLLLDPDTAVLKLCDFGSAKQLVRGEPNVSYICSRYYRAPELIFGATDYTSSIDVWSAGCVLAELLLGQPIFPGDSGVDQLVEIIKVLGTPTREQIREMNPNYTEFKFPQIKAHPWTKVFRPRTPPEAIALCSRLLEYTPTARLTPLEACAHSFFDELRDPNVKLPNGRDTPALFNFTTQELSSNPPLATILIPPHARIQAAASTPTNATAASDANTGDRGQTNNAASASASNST
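Assay system: GST-tagged human GSK3beta kinase, cell-free; Input: 1.6 ng GSK3beta; Medium: Tris/MgCl2 kinase buffer; Timing: 60 min enzyme reaction, room temperature; Signal: ADP-Glo luminescence quantifying ADP generated by kinase; Evaluation: score relative to plate controls; Benchmarks: DMSO neutral wells and GW8510 at 20 µM as positive.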
DYRK1A inh = rat Dyrk1A kinase inhibitors, primary screen, biochemical, single point, plate reader; AID 504441, 2011; hit rate 0.43% among 310,000; ADP-Glo luminescence, NFATc1 peptide; inhibition, % at 12.5 µM; in the data active = inhibition above about 50%;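 note: plate controls were vehicle with enzyme for no effect and no enzyme for full effect; many of its hits are not listed in these tables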
Platelet DG rel = inhibitors of platelet dense granule secretion, primary screen, cell-based, MLPCN, human platelets. hit rate 0.22% among 300,000. human platelet-rich plasma, SFLLRN dense granule ATP release, luminescence. inhibition, %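 (compounds screened at 7.5 µM in platelet-rich plasma)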;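 active = mean replicate score, as percent of positive control, at or above 50; inconclusive = mean below 50 but at least one replicate at or above 50; inactive = mean and every replicate below 50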
HDAC3 inh = HDAC3 deacetylase inhibitors, primary screen, biochemical, fluorescence, cell-free homogeneous; Histone deacetylase 3 (Homo sapiens), O15379; recombinant HDAC3, fluorogenic peptide/trypsin coupled; inhibition, % at 8.3 µM; hit rate 0.15% among 320,000; in the data active = inhibition above about 26%, passing the limit was not always enough; inconclusive = no clear call, values can overlap the other calls
HSP90 inh = HSP90 inhibitors, primary screen, cell lysate, luminescence; Rabbit reticulocyte lysate, luciferase refolding luminescence, 3 h; inhibition, % at 5.6 µM; hit rate 0.91% among 290,000;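 active = inhibition above the screen-wide mean plus 3 SD, computed separately per campaign, cut at about 16% in these data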;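 note: 0% = DMSO wells and 100% = 60 µM geldanamycin wells; inhibitors lower the luminescence because luciferase stays unfolded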
PolyA inhibitor = polyadenylation inhibitors in yeast reporter cells, primary screen, luminescence, S. cerevisiae; S. cerevisiae SKY197-pL101 polyadenylation reporter, beta-gal luminescence; efflux-impaired pdr1/pdr3 knockout yeast; score 100 = 6 SD above DMSO; calls only at 12 µM; hit rate 0.02% among 300,000; AID 1875, 2009;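 active = lowest replicate activity score at least 50, where 100 means six control SD above control mean; inconclusive = lowest score under 50 but half or more replicates reach 50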;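 note: yeast exposed to compound for 9 h at 30 °C; higher score means more reporter readthrough which indicates perturbed polyadenylation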
An asterisk follows results filed as active; i = inactive; u = inconclusive; x = no result given. Only part of the results is shown; the hit share may differ from the screen's.

SMILES	AI-2 QS mod	HSF1 inhib	GSK3 alpha inh	HSF1 activator	GSK3beta inhib	DYRK1A inh	Platelet DG rel	HDAC3 inh	HSP90 inh	PolyA inhibitor
CC1(C)CCC(=O)N(c2ccccc2)C1=O	11	5	-5	2	0	2	5	1	2	i
Cc1ccc(NC(=O)COC(=O)CC2CCCC2)cc1Cl	9	1	1	-4	2	5	-44	13	3	i
Cc1ccc(NC(=O)CCNS(=O)(=O)c2ccc3c(c2)oc(=O)n3C)cc1C	14	-1	0	3	-4	0	-4	-3	-3	i
Cc1cc(C(=O)N/N=C/c2ccncc2)c2ccccc2n1	1	-1	-3	-4	0	-1	-10	12	-2	i
Cc1ccc2c(SCC(=O)NCc3ccco3)nc(-c3ccc(F)cc3)nc2c1	-5	10	-2	17	4	-1	-3	-1	-2	i
O=C(CN1CCOCC1)Nc1ccccc1Sc1ccc(Cl)cc1	23	3	-2	30	-1	-4	-1	1	2	i
O=C(NCC1CCCO1)c1csc2c1CCCCC2 (centres undefined)	20	4	0	-3	-1	-5	0	-1	2	i
Cc1ccc(-n2[nH]c(C)c(/C=N/NC(=O)c3ccc([N+](=O)[O-])cc3)c2=O)c(C)c1	13	4	-2	8	1	x	-3	2	-1	i
COc1cc(/C=c2\sc3nc(=O)c(-c4ccccc4)nn3c2=O)ccc1OCCC(C)C	x	x	-2	x	x	-5	x	-1	-3	x
Cc1occc1-c1nnc(SCC(N)=O)n1Cc1ccccc1	33	-4	-2	-1	2	5	5	-4	-1	i
O=C(CCNC(=O)c1ccco1)Nc1ccc(N2CCOCC2)cc1	15	-1	-3	8	33	3	10	3	-1	i
O=C(O)c1ccc(N/N=C/C=C/c2ccc([N+](=O)[O-])o2)cc1	x	-4	2	2	-8	6	0	5	3	i
C=CCn1c(CCc2cc(C(C)(C)C)c(O)c(C(C)(C)C)c2)n[nH]c1=S	20	-5	-4	14	4	2	7	-4	0	i
CC(C)N(Cc1ccccc1)S(=O)(=O)c1ccc(Cl)nc1	11	1	-3	-2	0	13	-1	0	x	i
COc1ccc(NC(=O)CC(NCCc2ccccc2)C(=O)O)c(OC)c1 (centres undefined)	18	-3	-3	1	1	1	3	-7	2	i
CCCCN(CCCNC(=O)C1CCN(S(=O)(=O)CC)CC1)c1ccccc1	42	35	-4	64*	2	2	-4	4	-2	i
CCCCc1nc(C(N)=O)c2[nH]c(=O)n(-c3ccc(OC)c(OC)c3)c2n1	11	0	1	-11	5	1	27	0	-3	i
CCCCn1c(N)c(N(CCOC)C(=O)CSCc2ccc(C)cc2)c(=O)[nH]c1=O	22	-5	0	-14	-3	2	25	4	x	i
CCCCN(Cc1ccc(C(=O)N[C@H](C(=O)O)C(C)C)cc1)C(=O)C(c1ccccc1)c1ccccc1	3	3	-5	1	3	-9	3	-6	x	i
COc1ccc(NC(=O)c2ccccc2NC(=O)COc2ccccc2)cc1	20	-11	-2	-1	-1	8	2	-5	2	i
COc1ccccc1-c1nc(-c2ccccc2)nc(N2CCN(C)CC2)c1C#N	25	-1	-2	2	-2	0	12	11	-2	i
Cc1ccc(C2/C(=C(/O)c3ccc4c(c3)CC(C)O4)C(=O)C(=O)N2CCCn2ccnc2)cc1 (centres undefined)	35	-14	-5	-18	1	-4	-7	5	-3	i
Cc1cc(NC(=O)CCC(=O)N(CC2CCCO2)C(C(=O)NC2CCCC2)c2ccccc2C)no1 (centres undefined)	x	-1	4	-17	x	-7	-3	-4	0	i
CCC(C(=O)NCC1CCCO1)N(Cc1ccccc1)C(=O)CNS(=O)(=O)c1ccccc1 (centres undefined)	30	-2	-2	10	3	-4	5	0	0	i
CC1(C)Cc2ccccc2-c2nnc(-c3cccc(O)c3)n21	1	0	-2	-22	-3	0	-4	6	1	i
CN(C)CCNC(=O)/C(=N\O)c1ccccn1	7	-12	-2	11	-1	2	2	-1	4	i
COc1ccc(-n2c(SCC(=O)NCC3CCCO3)nc3c(c2=O)SC(C)C3)cc1 (centres undefined)	17	0	7	4	-1	-1	5	-7	1	i
CCOc1ccc(NC(c2ccccn2)c2oc(CO)cc(=O)c2O)cc1 (centres undefined)	36	16	3	27	-1	-5	20	5	-2	i
COc1cccc(CC(=O)OCC(=O)NCC(=O)Nc2cccc(C)c2C)c1	11	-14	-3	-19	-4	1	-27	-1	x	i
C=CCSc1nc2ccccc2n1C(=O)/C=C/c1ccc(OC)c(OC)c1	8	44	9	71*	0	8	-9	-1	-2	i
COc1ccc(OC)c(N2C(=O)CC(Cc3ccc(Cl)cc3)C2=O)c1 (centres undefined)	7	0	5	-4	-2	12	x	-2	2	i
Cc1noc(C)c1COc1ccc(C(=O)OCC(=O)NC23CC4CC(CC(C4)C2)C3)cc1	9	8	x	25	-3	2	-3	4	4	i
Nc1nn(S(=O)(=O)c2cccc3nsnc23)cc1-c1ccc(Br)cc1	13	-5	-4	4	-1	-3	9	6	4	i
O=C(COC(=O)c1ccccc1OC(F)F)Nc1ccc2[nH]c(=O)[nH]c2c1	-25	1	-2	-1	-1	24	4	-3	x	i
Fc1ccc(COc2ccccc2CNCc2ccncc2)cc1	13	6	-1	11	-1	-5	-7	7	3	i
COC(=O)Cc1cc(=O)[nH]c(/N=C(\N)Nc2ccc(C(C)C)cc2)n1	12	-3	-3	-12	3	1	-2	2	-1	i
CCCCn1c(SCC(=O)O)nc2ccccc21	27	-8	10	-4	1	13	-3	1	-2	i
CN(C(=O)N1CCN(c2ccccn2)CC1)c1ccccc1	12	-5	-1	-2	3	0	-2	-12	-3	i
CN(C)C1(CNC(=O)C2CCC(=O)N(CCc3ccc(Cl)cc3)C2)CCCCC1 (centres undefined)	11	-5	0	-10	-3	2	1	-1	3	i
OCc1c[nH]c(=S)n1CCOc1cccc(C(F)(F)F)c1	9	4	0	5	0	0	-4	7	6	i

Twelve compounds out of the list, sorted by SMILES length, ascending.
SMILES	AI-2 QS mod	HSF1 inhib	GSK3 alpha inh	HSF1 activator	GSK3beta inhib	DYRK1A inh	Platelet DG rel	HDAC3 inh	HSP90 inh	PolyA inhibitor
CCCCn1c(SCC(=O)O)nc2ccccc21	27	-8	10	-4	1	13	-3	1	-2	i
CN(C)CCNC(=O)/C(=N\O)c1ccccn1	7	-12	-2	11	-1	2	2	-1	4	i
OCc1c[nH]c(=S)n1CCOc1cccc(C(F)(F)F)c1	9	4	0	5	0	0	-4	7	6	i
CC1(C)Cc2ccccc2-c2nnc(-c3cccc(O)c3)n21	1	0	-2	-22	-3	0	-4	6	1	i
Nc1nn(S(=O)(=O)c2cccc3nsnc23)cc1-c1ccc(Br)cc1	13	-5	-4	4	-1	-3	9	6	4	i
COC(=O)Cc1cc(=O)[nH]c(/N=C(\N)Nc2ccc(C(C)C)cc2)n1	12	-3	-3	-12	3	1	-2	2	-1	i
CN(C)C1(CNC(=O)C2CCC(=O)N(CCc3ccc(Cl)cc3)C2)CCCCC1 (centres undefined)	11	-5	0	-10	-3	2	1	-1	3	i
COc1ccc(-n2c(SCC(=O)NCC3CCCO3)nc3c(c2=O)SC(C)C3)cc1 (centres undefined)	17	0	7	4	-1	-1	5	-7	1	i
CCC(C(=O)NCC1CCCO1)N(Cc1ccccc1)C(=O)CNS(=O)(=O)c1ccccc1 (centres undefined)	30	-2	-2	10	3	-4	5	0	0	i
Cc1noc(C)c1COc1ccc(C(=O)OCC(=O)NC23CC4CC(CC(C4)C2)C3)cc1	9	8	x	25	-3	2	-3	4	4	i
Cc1cc(NC(=O)CCC(=O)N(CC2CCCO2)C(C(=O)NC2CCCC2)c2ccccc2C)no1 (centres undefined)	x	-1	4	-17	x	-7	-3	-4	0	i
Cc1ccc(C2/C(=C(/O)c3ccc4c(c3)CC(C)O4)C(=O)C(=O)N2CCCn2ccnc2)cc1 (centres undefined)	35	-14	-5	-18	1	-4	-7	5	-3	i

(listing goes on)
SMILES	AI-2 QS mod	HSF1 inhib	GSK3 alpha inh	HSF1 activator	GSK3beta inhib	DYRK1A inh	Platelet DG rel	HDAC3 inh	HSP90 inh	PolyA inhibitor
O=c1c2c(nc3cc(-c4ccc(F)cc4)[nH]n13)CCC2	18	-4	-1	-5	2	-2	-9	2	6	i
Cc1cccc(C(=O)NNC(=O)c2ccco2)c1O	3	5	1	-8	2	-5	-19	12	1	i
CC1CN(c2ncnc3c2cnn3-c2ccc(Cl)cc2)CC(C)O1 (centres undefined)	-5	-28	1	-31	-1	0	9	-3	16*	i
COCCc1ncc(CN2CCCCC2C(=O)Nc2ccc(Oc3ccccc3)nc2)cn1 (centres undefined)	21	-8	-3	2	-1	-1	-8	2	1	i
COc1ccc(C2c3[nH]c4ccccc4c3C[C@H]3C(=O)N(C4CCN(Cc5ccccc5)CC4)CC(=O)N23)cc1OC (some centres undefined)	9	0	-1	29	1	-3	-6	4	-2	i
Cc1cccc(N(C)S(=O)(=O)c2csc(C(N)=O)c2)c1	10	-5	0	7	-2	9	-2	-1	1	i
Cc1cccc(N(C(=O)c2snc(C(N)=O)c2N)C(C(=O)NCC2CCCO2)c2ccc3ncccc3c2)c1 (centres undefined)	34	-1	2	6	1	-4	-7	-8	-3	i
Cc1cccc2nc(COc3ccc(-c4ccccc4)cc3)cn12	8	32	2	65*	-5	x	21	4	1	i
CC(C)c1cc(C(N)=O)c(NC(=O)C2CCC2)s1	13	-10	x	11	-14	5	4	5	-2	i
COc1ccc(NS(=O)(=O)c2cccc3cccnc23)cc1	34	0	-1	1	5	3	1	-10	3	i
COc1ccc2[nH]c(=O)c(CN(C(=O)c3cccnc3)c3cc(C)ccc3C)cc2c1	9	3	-5	15	-4	-6	-26	-11	-1	i
O=[N+]([O-])c1ccccc1/C=C\C=N\N1CCN(c2ccccc2)CC1	8	7	0	-10	3	5	4	u	-4	i
COC(=O)c1ccc(NC(=O)c2cc(-c3ccccn3)nc3ccccc23)cc1	12	5	0	11	1	x	0	-4	-3	i
CCOc1cc(NC(=O)c2ccco2)c(OCC)cc1NC(=O)Cc1ccc(OC)c(OC)c1	28	-3	0	-15	-11	2	3	0	2	i
